PvdQ inh – blocks Pseudomonas aeruginosa PvdQ acylase activity. purified PvdQ acylase, fluorescence plate reader. hit rate 0.063% among 340,000. inhibition, % at 10 µM; in the data active = inhibition above about 30%, passing the limit was not always enough; inconclusive = no clear call, values can overlap the other calls;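 also: 0% = vehicle neutral wells and 100% = reference inhibitor wells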
NSD2 HMT inh – inhibitors of human histone methyltransferase NSD2; AID 743445; NSD2 peptide methylation, AlphaScreen, 120 min; hit rate 0.54% among 310,000; inhibition, % at 12.5 µM; in the data active = inhibition above about 50%
HTR5A inv ctr – counter-screen for OPRM1-OPRD1 inverse agonists: human HTR5A inverse agonism; P47898; inhibition, % at 9.3 µM; AID 504634; hit rate 0.083% among 340,000; HTR5A cell line, luminescence; in the data active = inhibition mostly above about 23%, no sharp cut-off; inactive = mostly below about 18%;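 also: 0% = cells with DMSO and 100% = no-cell wells with DMSO; some compounds called inactive have numbers as strong as hits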
Wnt act – activates Wnt/beta-catenin signaling in a reporter cell assay; activator, plate reader; hit rate 1.2% among 300,000; activation, % at 9.35 µM; AID 743398; in the data active = activation above about 30%, passing the limit was not always enough; inconclusive = no clear call, values can overlap the other calls;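 also: 0% = neutral control wells and 100% = positive control wells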
HTR5A ag ctr – activates human HTR5A in OPRM1-OPRD1 agonist counter-screen; hit rate 0.61% among 340,000; HTR5A agonist assay, luminescence, cell-based; P47898; activation, % at 9.3 µM; in the data active = activation mostly above about 9.5%, no sharp cut-off; inactive = mostly below about 7.6%;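 also: 0% = cells with vehicle only and 100% = reference agonist; strong numbers were not always called active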
SR-BI DiI inh – blocks mouse SR-BI lipid uptake from DiI-HDL; ldlA[mSR-BI] CHO cells, DiI-HDL uptake fluorescence, 3 h; inhibition, % at 12.5 µM; Q61009; AID 488896; hit rate 0.96% among 320,000;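 active = mean replicate inhibition of at least 70% and a set share of replicates each scoring 70 or more; inconclusive = meets just one of the two criteria; inactive = fails both criteria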;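 also: 0% = median of neutral control wells and 100% = median of positive control wells; values of inactives mirror those of a sister screen read the other way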
Target sequence (Q61009 whole entry, looked up): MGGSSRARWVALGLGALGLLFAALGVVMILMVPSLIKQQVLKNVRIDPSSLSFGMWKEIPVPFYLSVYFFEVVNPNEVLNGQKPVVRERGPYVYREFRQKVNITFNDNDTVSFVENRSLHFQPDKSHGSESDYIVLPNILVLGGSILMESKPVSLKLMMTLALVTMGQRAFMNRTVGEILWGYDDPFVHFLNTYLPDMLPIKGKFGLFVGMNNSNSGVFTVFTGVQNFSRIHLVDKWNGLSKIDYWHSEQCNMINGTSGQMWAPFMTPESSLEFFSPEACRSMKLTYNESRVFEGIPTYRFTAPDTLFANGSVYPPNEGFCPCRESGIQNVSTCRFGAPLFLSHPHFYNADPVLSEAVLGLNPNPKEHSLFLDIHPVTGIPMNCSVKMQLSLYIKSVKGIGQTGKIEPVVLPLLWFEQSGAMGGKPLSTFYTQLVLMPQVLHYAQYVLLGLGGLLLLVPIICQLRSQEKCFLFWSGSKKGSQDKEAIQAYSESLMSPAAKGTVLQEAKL
V-ATPase pH – alters yeast V-ATPase proton transport; response, % at 10 µM; S. cerevisiae, pHLuorin cytosolic pH fluorescence; hit rate 0.37% among 350,000; in the data active = response mostly above about 7.3%, no sharp cut-off; inactive = mostly below about 5.4%; also: actives read high; inactives centre near 0; some compounds called inactive have numbers as strong as hits; reference of the scale not given here
dFosB activator – enhances mouse delta FosB homodimer DNA binding; hit rate 0.99% among 340,000; purified delta FosB, TAMRA-CDK5 oligo fluorescence polarization; percent of positive-control signal above neutral wells; activation, % at 25 µM; P13346; AID 493131;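 active = mean activation above about 17%, with every replicate also reaching it, limit read from the data, passing the limit was not always enough; inconclusive = only one of the two conditions met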;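 also: fluorescence polarization rise as delta FosB binds a TAMRA Cdk5 AP-1 oligo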
Target sequence (P13346 whole entry, looked up): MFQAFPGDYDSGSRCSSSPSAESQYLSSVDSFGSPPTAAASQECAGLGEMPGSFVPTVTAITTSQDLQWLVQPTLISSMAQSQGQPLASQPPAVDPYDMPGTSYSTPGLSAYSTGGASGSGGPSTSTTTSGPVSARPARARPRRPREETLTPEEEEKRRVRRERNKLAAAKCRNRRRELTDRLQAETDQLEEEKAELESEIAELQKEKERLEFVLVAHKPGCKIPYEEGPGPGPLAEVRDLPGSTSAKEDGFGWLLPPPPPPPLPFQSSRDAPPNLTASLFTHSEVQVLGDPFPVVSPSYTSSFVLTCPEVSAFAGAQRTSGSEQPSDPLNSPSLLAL
MITF TRPM1 HTS – MITF TRPM1 promoter activation in melanoma cells; SK-MEL-5 TRPM1-promoter luciferase, 24 h; % of positive control, neutral wells = 0; activation, % at 12.5 µM; hit rate 0.75% among 300,000; AID 588334;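 active = mean activation of at least 80% with every replicate also reaching 80%; inconclusive = mean reaches 80% but some replicate falls short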;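 also: 0% = neutral control wells and 100% = parthenolide positive control wells; values of inactives mirror those of a sister screen read the other way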
CDK5 inh – inhibitors of human CDK5/p35 kinase. Q00535+Q15078. Recombinant CDK5/p35, ADP-Glo luminescence, 60 min. inhibition, % at 10 µM. hit rate 0.01% among 330,000. AID 488839;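 active = highest replicate inhibition of at least 50% and at least 75% of replicates reaching 50%; inconclusive = only one of the two criteria met; inactive = both criteria failed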;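 also: plate controls were DMSO neutral control for no effect and GW8510 at 10 µM for full effect; many of its hits are not listed in these tables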
* = called active by the depositor; ? = inconclusive; . = no result given.

Under each structure: HTR5A inv ctr	Wnt act	HTR5A ag ctr	MITF TRPM1 HTS	NSD2 HMT inh	CDK5 inh	dFosB activator	PvdQ inh	SR-BI DiI inh	V-ATPase pH
(1) CN(c1ccc(OCC(=O)Nc2ccc3[nH]c(=O)[nH]c3c2)cc1)S(=O)(=O)c1ccc(Cl)cc1
→ -10	.	4	.	1	2.4	-5	-9	23	-2
(2) COC(=O)Nc1c(C)n(C)n(-c2ccccc2)c1=O
→ -8	.	6	-2	-3	0.3	-2	11	-4	-2
(3) C=CCOc1ccc(CN(C)C(=O)CN2C(=O)c3ccccc3C2=O)cc1
→ -1	2	2	3	-1	-1.3	0	-10	-4	-2
(4) CN1CCN(NS(=O)(=O)c2cccs2)CC1
→ -14	.	-4	1	-1	1.7	2	-14	-19	-5
(5) O=C(O)c1ccc(-c2sc(Nc3ccccc3)n[n+]2-c2ccc(F)cc2)cc1
→ -7	.	3	-3	.	0.9	-2	-6	-17	2
(6) CCSc1nc(-c2ccc(OC)cc2)ccc1C#N
→ -6	-8	5	-9	-3	1.6	-9	-5	69	1
(7) O=C(O)CSc1nnc(CNc2ccc(F)cc2)n1-c1ccccc1
→ 5	3	-1	-4	-11	1.1	-4	0	.	-2
(8) O=C(CN1CCN(c2cccc(C(F)(F)F)c2)CC1)NCc1ccccc1
→ -17	-1	3	0	1	1.5	-3	1	6	0
(9) CC(NC(=O)C12CC3(C)CC(C)(CC(C)(C3)C1)C2)C(=O)O (stereo not given)
→ 6	0	-2	-2	-1	0.0	9	-11	-51	-1
(10) NS(=O)(=O)c1ccc(Nc2nc(-c3cccc([N+](=O)[O-])c3)cs2)cc1
→ 4	8	5	-2	0	-1.7	-3	-4	64	4
(11) NCCN1C(=O)S/C(=C\c2ccc3c(c2)OCO3)C1=O
→ -1	0	0	-73	-1	2.0	-5	-16	-1	2
(12) Cc1cc(NS(=O)(=O)c2ccc(NC(=O)Cc3ccc([N+](=O)[O-])cc3)cc2)no1
→ -15	-2	0	-4	11	-3.3	-3	-7	-7	2
(13) CCOC(=O)NNC1CC(=O)N(c2ccccc2)C1=O (stereo not given)
→ 5	3	-1	-6	-3	0.7	3	8	-7	-1
(14) COc1ccc(CNC(=O)CN2C(=O)NC3(CCCc4sccc43)C2=O)cc1 (stereo not given)
→ 16	0	3	0	-2	0.2	-3	-15	-11	-3
(15) COc1cc(/C=N/n2c(-c3ccccc3)n[nH]c2=S)cc(OC)c1OC
→ 1	1	0	.	3	4.3	-6	8	-5	0
(16) COc1cc(OC)c(C(=O)OCN2C(=O)c3ccccc3C2=O)cc1OC
→ -14	-2	1	-2	-5	-1.5	1	-8	-13	0
(17) COC(=O)C1=C(C)NC(C)=C(C(=O)OC)C1C(=O)OCC(=O)N1CCCCC1C (stereo not given)
→ 1	-1	0	-1	-1	3.7	-5	20	-26	0
(18) O=C(O)CCCn1cc(NC(=O)c2ccc(F)cc2)cn1
→ 3	0	-1	0	-1	-2.8	-10	-25	-15	-4
(19) Cc1ccc(OCCC(=O)OCC(=O)Nc2ccc(C)cc2Cl)cc1
→ 8	-4	-3	14	2	-0.3	0	-6	-15	-1
(20) COc1cc2c(cc1OC)-c1nnc(-c3cccs3)n1C(C)(C)C2
→ 7	-2	-3	-5	.	-6.0	-12	-18	-24	1
(21) O=C(Nc1c(F)cccc1F)C1CCN(C(=O)c2cccs2)CC1
→ 25	-1	0	-12	0	3.2	-4	3	-4	2
(22) COc1ccccc1N1CCN(c2nc(C)nc3c2oc2ccccc23)CC1
→ -17	.	0	-35	27	-0.1	-2	-2	19	2
(23) C#CCn1c(=NC(=O)c2sc3ccccc3c2Cl)sc2cc(S(N)(=O)=O)ccc21
→ 2	-13	7	11	-3	-3.0	77*	-23	24	1
(24) Cn1c(C(=O)NC2CCCCC2)cc2sccc21
→ 6	.	2	72	-8	-3.6	0	-9	-5	-4
(25) O=C(NCc1ccc2c(c1)OCO2)c1nn(-c2ccccc2)c(=O)c2ccccc12
→ -7	-4	3	2	-1	0.0	-3	-7	20	-2
(26) Cc1ccc(NC(=O)c2cc(=O)[nH]c3ccccc23)cc1C
→ -9	-1	2	.	-2	0.3	?	-7	36	1
(27) CC(C)n1cnnc1SCC(=O)NNC(=O)COc1ccc(Cl)cc1
→ -17	2	6	-17	-4	-0.9	0	-9	-33	2
(28) COc1ccc(-c2[nH]nc3oc(=O)c(CCO)c(C)c23)cc1
→ 1	-5	-1	-6	-2	2.6	-3	8	-1	0
(29) O=C(Cc1ccccc1)Nc1nc(-c2cccs2)cs1
→ -4	0	2	?	0	-0.6	2	-8	9	1
(30) O=C(CN1CCCC1c1cccs1)N1CCN(S(=O)(=O)c2ccccc2)CC1 (stereo not given)
→ -1	-6	-2	12	3	1.1	-13	-2	7	13
(31) CC(C)N1CC(C(=O)Nc2ccc(S(=O)(=O)N3CCCCC3)cc2)CC1=O (stereo not given)
→ -3	0	9	12	0	6.5	-10	1	-19	-3
(32) O=C(Nc1ccc(S(=O)(=O)Nc2nccs2)cc1)c1ccc(N2C(=O)c3ccccc3C2=O)cc1
→ -9	-4	-2	-2	.	0.0	33*	-5	-17	-1
(33) O=C(/C=C/c1ccco1)Nc1ccccc1C(=O)Nc1cccc(C(=O)O)c1
→ 2	-1	-1	-6	6	-0.2	-12	-10	-24	0
(34) O=C(O)/C=C/c1cn(-c2ccccc2)nc1-c1ccccc1
→ 8	-1	-2	-1	1	-1.2	-3	-6	.	1
(35) COc1ccccc1/C=C(/CC(=O)NCc1ccc2c(c1)OCO2)c1nc2ccccc2s1
→ -20	0	0	2	0	1.0	-1	1	-7	3
(36) CCC1=[N+](C)c2cccc3cccc(c23)N1C
→ -9	0	3	-1	0	-1.1	7	-8	-5	1
(37) c1ccc2sc(NC3=NCN(CCN4CCOCC4)CN3)nc2c1
→ 20	0	-7	4	-1	0.0	3	7	-5	3
(38) CCc1nnc(/N=C/c2c(O)n(-c3ccc(Cl)cn3)c(=O)c3ccccc23)s1
→ 1	-3	0	-1	2	0.3	-7	3	15	-4
(39) O=C(N/N=C/c1ccc(OC(=O)c2ccco2)cc1)c1ccccn1
→ .	15	.	32	-5	-2.3	-1	-9	3	-3
(40) COc1ccc(/C=N/NC(=O)CSCc2ccc([N+](=O)[O-])cc2)cc1OC
→ -15	.	-3	2	0	-7.6	-2	-4	24	1

Of the compounds above, three have an aryl thioether with sulfur outside any ring:
Under each structure: HTR5A inv ctr	Wnt act	HTR5A ag ctr	MITF TRPM1 HTS	NSD2 HMT inh	CDK5 inh	dFosB activator	PvdQ inh	SR-BI DiI inh	V-ATPase pH
(6) CCSc1nc(-c2ccc(OC)cc2)ccc1C#N
→ -6	-8	5	-9	-3	1.6	-9	-5	69	1
(7) O=C(O)CSc1nnc(CNc2ccc(F)cc2)n1-c1ccccc1
→ 5	3	-1	-4	-11	1.1	-4	0	.	-2
(27) CC(C)n1cnnc1SCC(=O)NNC(=O)COc1ccc(Cl)cc1
→ -17	2	6	-17	-4	-0.9	0	-9	-33	2

(cont.)
Under each structure: HTR5A inv ctr	Wnt act	HTR5A ag ctr	MITF TRPM1 HTS	NSD2 HMT inh	CDK5 inh	dFosB activator	PvdQ inh	SR-BI DiI inh	V-ATPase pH
(41) CC(C)NC(=S)N1CCN(C/C=C/c2ccccc2)CC1
→ 10	-9	-4	11	11	-6.7	-5	-18	17	-2
(42) O=C(Nc1ccc(C(=O)N2CCCC2)cc1)c1ccccc1Br
→ 8	-1	0	8	-1	0.2	-7	10	-24	-5
(43) Cn1c(C(O)c2ccc3c(c2)OCO3)nc2ccccc21 (stereo not given)
→ 20	.	-8	-9	1	0.6	0	-10	-2	-5
(44) N/C(Cc1cccs1)=N\OC(=O)COc1ccccc1
→ -16	6	-3	21	-2	-0.5	1	2	-4	-4
(45) COc1ccc(-c2nnn(CC(=O)N(CCN3CCOCC3)C(C(=O)NC3CCCCC3)c3ccco3)n2)cc1 (stereo not given)
→ -17	0	-1	-5	-1	-0.5	-4	0	8	-1
(46) CCn1nc(C(=O)OCC(=O)N2CCc3ccccc32)c2ccccc2c1=O
→ -45	-8	14*	-1	-3	-1.0	-13	-12	18	-4
(47) COCCNC(=O)CCn1nc(-c2ccc(C)cc2)c2ccccc2c1=O
→ 18	-8	-5	-1	-3	0.0	-7	-2	1	1
(48) COC(=O)C1=C(C)N(Cc2ccccc2)C(=NCc2cc(OC)c(OC)c(OC)c2)N[C@H]1c1ccc(Br)cc1
→ -12	.	14*	-55	.	0.6	-6	-5	-21	-2
(49) CSc1nc2ccc(NC(=O)C3CC(=O)N(Cc4ccccc4)C3)cc2s1 (stereo not given)
→ 1	0	3	-16	2	-0.2	-2	7	16	-1
(50) COc1ccc(/C=N/NS(=O)(=O)c2ccccc2)cc1OS(=O)(=O)c1ccccc1
→ -15	.	-2	.	2	1.7	-7	-8	-13	4
(51) O=C(NCCCn1ccnc1)c1ccncc1
→ -19	6	-6	.	-1	1.1	-5	-17	-24	1
(52) O=S(=O)(Nc1ccc(O)c(NS(=O)(=O)c2ccccc2)c1)c1ccccc1
→ -8	0	6	-7	0	-4.4	2	-28	-2	3
(53) CCCC(=O)Nc1nnc(-c2ccc3c(c2)OCO3)s1
→ 3	4	-1	46	0	0.2	-2	-14	-5	1
(54) CCOC(=O)N1CCC(NC(=O)CSc2cc(=O)n(C)c3ccccc23)CC1
→ -1	-5	-2	.	3	-1.0	-13	-10	12	2
(55) C=CCNc1ccccc1S(=O)(=O)NCc1ccccc1
→ 1	-2	0	11	.	11	0	3	17	-3
(56) COc1ccc(NC(=O)Cn2nnc(C(=O)NCc3cccs3)c2N)cc1
→ -3	-4	-3	-7	3	-0.3	14	-2	1	2

Rewritten with one line to a screen: entries from further up.
(53) CCCC(=O)Nc1nnc(-c2ccc3c(c2)OCO3)s1
(18) O=C(O)CCCn1cc(NC(=O)c2ccc(F)cc2)cn1
(15) COc1cc(/C=N/n2c(-c3ccccc3)n[nH]c2=S)cc(OC)c1OC
(50) COc1ccc(/C=N/NS(=O)(=O)c2ccccc2)cc1OS(=O)(=O)c1ccccc1
(24) Cn1c(C(=O)NC2CCCCC2)cc2sccc21
assay / entry,53,18,15,50,24
HTR5A inv ctr,3,3,1,-15,6
Wnt act,4,0,1,.,.
HTR5A ag ctr,-1,-1,0,-2,2
MITF TRPM1 HTS,46,0,.,.,72
NSD2 HMT inh,0,-1,3,2,-8
CDK5 inh,0.2,-2.8,4.3,1.7,-3.6
dFosB activator,-2,-10,-6,-7,0
PvdQ inh,-14,-25,8,-8,-9
SR-BI DiI inh,-5,-15,-5,-13,-5
V-ATPase pH,1,-4,0,4,-4

Screening data (PubChem BioAssay)
